PMI inhibition: MPI inhibition at elevated mannose 6-phosphate – biochemical, fluorescence intensity, high mannose 6-phosphate, primary screen (AID 1220). recombinant PMI enzyme, coupled fluorescence intensity; higher % means a stronger effect. inhibition, % at 20 µM, or IC50 in µM where a hit was titrated. 0.66% of 190,000 active
SIAH1 antagonists: blockers of Siah-1 interaction with plectin peptide – biochemical, fluorescence polarization, rhodamine-plectin, uHTS, primary screen (AID 1817); Siah-1 / rhodamine-plectin peptide fluorescence polarization; higher % means a stronger effect; displacement, % at 20 µM, or IC50 in µM where a hit was titrated; 0.02% of 290,000 active;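 active means displacement of at least 50% at 20 µM, with a fluorescence ratio check between 0.3 and a set limit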;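 further: plate controls were Siah plus tracer with DMSO for no effect and tracer alone without Siah for full effect; strong numbers were not always called active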
TNAP activators: human TNAP enzyme activators, primary screen, biochemical, luminescent, no phosphate acceptor, uHTS (AID 1001); purified TNAP, luminescent activation assay, no phosphate acceptor; higher activation fold means a stronger effect; one-dose activation fold at 20 µM; EC50 in µM for titrated hits; 0.03% of 200,000 active; in the data active means activation fold from about 3, or a potency from the dose series; inactive means the rest, 99 in 100 with activation fold below about 1.6; further: many of its hits are not listed in these tables
RSV antiviral HEp-2: RSV antiviral activity via CPE protection, HEp-2 cells, primary 10 µM value included (AID 2391); one-dose CPE inhibition, % at 10 µM; IC50 in µM for titrated hits; HEp-2 cells, RSV-induced CPE inhibition; higher % means a stronger effect; 0.13% of 310,000 active; in the data active means a potency from the dose series; inconclusive means CPE inhibition mostly from about 23% at the one dose, without a potency; inactive means the rest, 99 in 100 with CPE inhibition below about 21%; further: strong numbers were not always called active
WT yeast gro inh: growth inhibition of WT yeast, mitochondrial fusion screen; mitochondrial fusion phenotypic screen, WT strain; inhibition, % at 10 µM; 2.1% of 190,000 active; AID 1362; in the data active means inhibition above about 58%; tested in S. cerevisiae
Myeloid diff 2: myeloid differentiation induction; 1% of 360,000 active; ER-HoxA9 myeloid progenitors, lysozyme-GFP differentiation, flow cytometry; AID 624256; calls only at 10 µM;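 active means normalized GFP-positive differentiation at or above the plate's own cutoff, the solvent-only control mean plus 3 SD; inconclusive means no clear call, values can overlap the other calls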;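 further: cells exposed to compound for four days before flow analysis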
XIAP antagonists: XIAP antagonists, biochemical, IAP family, fluorescence polarization (AID 1018); XIAP BIR domain, fluorescence polarization peptide displacement; higher % means a stronger effect; 0.007% of 200,000 active; displacement, % at 20 µM; hits with a dose series show IC50 in µM; in the data active means displacement above about 50%; further: a part of the inactive calls stands beside numbers as strong as those of hits
human PMI inhibition: inhibitors of human PMI, primary screen, biochemical, fluorescence intensity, coupled assay (AID 1209); purified PMI enzyme, coupled fluorescence intensity; higher % means a stronger effect; one-dose inhibition, % at 20 µM; IC50 in µM for titrated hits; 0.42% of 190,000 active;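 further: plate controls were DMSO vehicle for no effect and wells lacking substrate for full effect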
Salmonella PhoP GFP: PhoP-dependent GFP reporter repression – Salmonella Typhimurium, primary screen (AID 1863); S. Typhimurium PhoP-regulated promoter GFP reporter, 4 h; higher % means a stronger effect; one-dose inhibition, % at 50 µM; IC50 in µM for titrated hits; 0.16% of 300,000 active;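 active means inhibition over 29.93%, a cutoff 3 SD above the screen mean, later confirmed by dose response; inconclusive means inhibition over 29.93% but no dose response follow-up; inactive means inhibition at most 29.93% or unconfirmed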;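 further: 0% = low Mg2+ inducing control and 100% = high Mg2+ repressing control; strong numbers were not always called active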
WT yeast gro inh mutant strain: further read-out of WT yeast gro inh, marked with its call; inhibition, %; mitochondrial fusion phenotypic screen, mutant strain inhibition
Myeloid diff 2 GFP+ MAC1+ %: recorded beside Myeloid diff 2, whose call it bears; GFP+ MAC1+ double positive, %; measured here: differentiation confirmed by MAC1 staining
* marks the source's active call; other numbers are inactive results; i = inactive; ? = inconclusive; / = no result given. Unless noted, no stated cut-off is given here; in the data, active means inhibition above about 50%; inactive means the rest. Compounds were not picked by outcome; about 3.1% have a hit in one of these screens.

SMILES | PMI inhibition | SIAH1 antagonists | TNAP activators | RSV antiviral HEp-2 | WT yeast gro inh | WT yeast gro inh mutant strain | Myeloid diff 2 | Myeloid diff 2 GFP+ MAC1+ % | XIAP antagonists | human PMI inhibition | Salmonella PhoP GFP
O=S(=O)(c1cccc2nsnc12)N1CCN(C/C=C\c2ccccc2)CC1 | 4% | -3% | 1 | 12% | 1 | 8 | i | 0.4 | -8.1% | 11% | 2%
CCOc1cc(/C=N/NC(=O)c2nnn(-c3nonc3N)c2C)ccc1OCc1cccc(F)c1 | / | 6% | / | -1.2% | / | / | i | 1.5 | / | / | 7%
Cc1c(Br)c(C(F)(F)F)nn1CC(=O)N(C)C1CCCCC1 | / | 6% | / | 2.5% | / | / | i | 0.8 | / | / | -4%
NS(=O)(=O)c1cc2c(cc1Cl)NC(C1C[C@H]3C=C[C@@H]1C3)NS2(=O)=O (stereo not given in full) | -14% | 5% | 0.9 | -2.5% | -3 | -11 | i | 1.9 | -12% | -14% | -2%
CCn1cc(/C=C(\NC(=O)c2ccc(OC)c(OC)c2)C(=O)N2CCN(C)CC2)c2ccccc21 | / | 2% | / | 4.1% | / | / | i | 0.0 | / | / | -1%
COc1ccc2[nH]c(C)c(CN3CCCCC3)c(=O)c2c1 | -3% | 1% | 1.1 | 1.4% | / | / | / | / | -2.9% | 4% | /
COC(=O)c1ccccc1S(=O)(=O)N(CCCO)Cc1cc2c(C)ccc(C)c2[nH]c1=O | 3% | -6% | 1 | 2.2% | 4 | 9 | i | 2.2 | -4.0% | 7% | -6%
CC(OC(=O)CNC(=O)c1ccco1)C(=O)N(C)c1ccccc1 (stereo not given) | -1% | 8% | 1.2 | 0.5% | -17 | 16 | i | 0.2 | -0.6% | 1% | 2%
C/C(=C\C(=O)c1ccc(C)cc1)Nc1ccc(N2CCOCC2)cc1 | 12% | 0% | 1.1 | / | 1 | 17 | / | / | -5.6% | 3% | -2%
C/C(=N\NC(=O)c1ccccc1O)c1ccc(Br)s1 | 9% | -4% | 1.1 | 7.3% | 66* | 64* | i | 0.5 | -6.6% | 5% | -19%
Cc1ccc(S(=O)(=O)Nc2nc(N)n(-c3ccccc3)n2)cc1 | -12% | 9% | 1.1 | 2.6% | 0 | 4 | i | 0.4 | -6.0% | -13% | -14%
Cc1c(Nc2cc(Cl)c3nonc3c2[N+](=O)[O-])c(=O)n(-c2ccccc2)n1C | 6% | -10% | 0.8 | / | 26 | 16 | ? | / | 18% | -10% | -1%
Cc1ccc(N2C(=O)N(CC(=O)NC(c3ccccc3)c3ccccc3)C(=O)C2C)cc1 (stereo not given) | 6% | 0% | 1.2 | 4.6% | 14 | 9 | i | 0.8 | -3.9% | 5% | 11%
Cc1oc2cc(Br)c(O)c(Br)c2c1-c1ccccc1 | / | 4% | / | 8.0% | / | / | i | 0.3 | / | / | 4%
Cc1ccc(C(=O)C(=O)c2ccc(C)c(N)c2)cc1N | / | -8% | / | 1.9% | / | / | i | 0.7 | / | / | -6%
CCOC(=O)N1CCN(c2nc(-c3ccccc3)c3ccccc3n2)CC1 | / | 4% | / | ? | / | / | i | 0.6 | / | / | 3%
Cc1ccc(CNC(=O)c2ccc(Cl)cc2[N+](=O)[O-])cc1 | 17% | 0% | 0.9 | -1.4% | -7 | -8 | i | 0.9 | -3.5% | 1% | -7%
CCN(C(=O)CSc1nnc(-c2cccs2)o1)C1CCS(=O)(=O)C1 (stereo not given) | 8% | -2% | 1.1 | 2.1% | 1 | -4 | i | 0.8 | -6.0% | 5% | 0%
O=C(CN(CC1CCCO1)C(=O)CNS(=O)(=O)c1ccc(Cl)cc1)NC1CCCCC1 (stereo not given) | / | 3% | / | 1.4% | / | / | i | 1.1 | / | / | 16%
C/C(=N\NC(=O)c1nnn(-c2nonc2N)c1C)c1ccc(OCc2ccccc2)cc1 | / | -3% | / | -1.3% | / | / | i | 9.8 | / | / | 13%
CCN1CCN(CCNC(=O)CCCn2nc(C)c3c(C)n(-c4ccc(C)cc4)nc3c2=O)CC1 | / | -6% | / | 1.4% | / | / | i | 2.4 | / | / | -5%
CCc1cccc(C)c1NC(=O)CCNC(=O)c1cccc(C)c1 | / | -2% | / | 1.0% | / | / | i | 3.4 | / | / | 1%
CCN(CC)CCC(c1cc(OC)c(OC)c(OC)c1)c1c(OC)cc(OC)c2ccc(=O)oc12 (stereo not given) | / | 6% | / | -1.2% | / | / | i | 0.5 | / | / | -5%
CCOC(=O)COc1ccc(S(=O)(=O)NC2CC2)cc1 | / | 5% | / | 1.1% | / | / | i | 0.5 | / | / | -6%
C/C(=N\O)c1ccccc1C(=O)O | -5% | 0% | 1.1 | 0.9% | 9 | 22 | i | 0.6 | -6.6% | -7% | -2%

The list goes on, overlapping the part above by 6 compounds.
SMILES | PMI inhibition | SIAH1 antagonists | TNAP activators | RSV antiviral HEp-2 | WT yeast gro inh | WT yeast gro inh mutant strain | Myeloid diff 2 | Myeloid diff 2 GFP+ MAC1+ % | XIAP antagonists | human PMI inhibition | Salmonella PhoP GFP
C/C(=N\NC(=O)c1nnn(-c2nonc2N)c1C)c1ccc(OCc2ccccc2)cc1 | / | -3% | / | -1.3% | / | / | i | 9.8 | / | / | 13%
CCN1CCN(CCNC(=O)CCCn2nc(C)c3c(C)n(-c4ccc(C)cc4)nc3c2=O)CC1 | / | -6% | / | 1.4% | / | / | i | 2.4 | / | / | -5%
CCc1cccc(C)c1NC(=O)CCNC(=O)c1cccc(C)c1 | / | -2% | / | 1.0% | / | / | i | 3.4 | / | / | 1%
CCN(CC)CCC(c1cc(OC)c(OC)c(OC)c1)c1c(OC)cc(OC)c2ccc(=O)oc12 (stereo not given) | / | 6% | / | -1.2% | / | / | i | 0.5 | / | / | -5%
CCOC(=O)COc1ccc(S(=O)(=O)NC2CC2)cc1 | / | 5% | / | 1.1% | / | / | i | 0.5 | / | / | -6%
C/C(=N\O)c1ccccc1C(=O)O | -5% | 0% | 1.1 | 0.9% | 9 | 22 | i | 0.6 | -6.6% | -7% | -2%
CCOc1ccccc1NC(=O)CSc1nc(N)c(C#N)cc1C#N | -4% | 2% | 1 | 1.0% | -12 | -6 | i | 1.0 | -8.3% | -4% | -6%
CCOC(=O)c1cc2c(ccn2C)n1Cc1ccc(C#N)cc1 | 35% | 0% | 1 | -1.3% | -18 | -11 | i | 0.7 | -1.8% | 26% | -6%
CCNC(=S)NNC(=O)c1cc(Br)cs1 | -10% | -3% | 1.4 | 14% | -8 | -6 | i | 0.3 | -4.7% | -14% | 3%
CCn1c(CNC(=O)c2cccc(C)c2)nnc1SCC(=O)Nc1cccc(OC)c1 | 0% | 1% | 1.1 | 0.0% | -2 | 12 | i | 6.5 | -3.0% | 5% | -4%
CCCCCCC(=O)Oc1ccc(N2C(=O)CCC2=O)cc1 | -5% | -6% | 1.1 | 2.2% | 17 | 10 | i | 0.8 | 1.2% | -6% | 3%
O=C(Cc1ccccc1)NNC(=S)NC(=O)c1cccs1 | / | -3% | / | 1.4% | / | / | i | 0.5 | / | / | 3%
CN(C)C(=O)N(CCCN1CCOCC1)Cc1cccc2ccccc12 | / | 5% | / | 1.0% | / | / | i | 0.1 | / | / | -3%
Cc1cc(=O)cc(C)n1-c1ccc(F)cc1F | -3% | 8% | 1.2 | -0.8% | -4 | -14 | i | 0.1 | -2.2% | -1% | 3%
COc1ccc(/C=C2\CCc3ccccc3C2=O)c(OC)c1OC | 35% | 7% | 1.1 | 0.0% | 11 | 27 | i | 0.2 | -0.8% | 14% | -1%
NC(=O)C[C@@H]1NC(=O)[C@H](CCC(=O)O)NC(=O)c2cc([N+](=O)[O-])cc(I)c2OCC[C@@H](C(N)=O)NC1=O | -13% | -3% | 1 | 2.3% | 0 | -9 | i | 1.9 | -7.3% | -14% | -1%
O=C(O)CSc1c2c(nc3cc(C(=O)N4CCOCC4)ccc13)CCCC2 | -11% | 1% | 1.1 | 2.7% | 3 | -6 | i | 6.0 | -3.3% | -4% | 0%
CCC1CN(C(=O)Nc2ccc(C)cc2)c2cc(C)ccc2O1 (stereo not given) | 2% | 0% | 1.1 | 1.9% | 3 | -5 | i | 0.8 | -5.0% | 7% | 5%
CC(=O)Nc1ccc(SCC(=O)c2cc(C)n(-c3ccccc3F)c2C)cc1 | 13% | -7% | 1.1 | 8.0% | -28 | -7 | i | 2.5 | -2.7% | 18% | -13%
C/C(=N\NC(=O)C1(C)CC1(Br)Br)c1cccc(NC(=O)c2ccc(C)o2)c1 (stereo not given) | / | -1% | / | ? | / | / | i | 0.4 | / | / | -4%
Cc1cc(C(=O)CSc2nn3c(=O)c(C(C)(C)C)nnc3s2)c(C)n1C | 0% | -7% | 1.1 | 1.0% | -9 | 11 | i | 0.4 | -9.1% | -9% | 0%
COC(=O)CSc1[nH]c(=O)cc(C)c1C#N | 1% | 4% | 1 | 1.7% | -8 | 13 | i | 2.1 | -23% | -13% | -15%
O=C(CC1C(=O)N(c2ccccc2)C(=O)N1C1CCCCC1)Nc1ccccc1 (stereo not given) | -9% | -1% | 1.1 | 0.7% | -7 | 4 | i | 1.0 | -4.9% | -2% | -6%
CCOc1cc(/C=N\Nc2nc(-c3ccc(C)cc3)c(NC(C)=O)s2)ccc1O | / | 2% | / | 5.1% | / | / | i | 0.3 | / | / | -9%
CC(C)(C)c1ccc(-c2cc(-c3ccccc3O)[nH]n2)cc1 | / | -1% | / | 8.4% | / | / | i | 0.9 | / | / | -4%
O=c1[nH]cnc2nn(-c3ccccc3)nc12 | -2% | 0% | 1 | 1.2% | 3 | 10 | i | 0.3 | -2.0% | -8% | -5%
COc1cc2ccccc2cc1C(=O)NNC(=O)c1ccccc1O | / | 4% | / | -0.2% | / | / | i | 1.4 | / | / | 0%
Clc1ccc(Cc2noc(-c3cccs3)n2)cc1 | 12% | 4% | 1 | 0.4% | -5 | 2 | i | 4.8 | -7.5% | 12% | -5%
COC(=O)CN1C(=O)C(O)(CC(=O)c2ccc(C)cc2)c2ccccc21 (stereo not given) | 11% | -1% | 1.1 | 1.1% | 4 | 11 | i | 1.7 | -3.6% | 14% | -11%
NC(=O)Cn1nc(C(F)(F)F)c2c1CCCC2 | -2% | 12% | 1.1 | 2.9% | -15 | 17 | i | 0.7 | -8.6% | 5% | -3%
Cc1cccc(Cn2nnc3c2C(=O)c2ccccc2C3=O)c1 | -18% | -1% | 1.1 | 0.9% | 12 | 10 | i | 0.6 | -5.8% | -56% | 4%
CC(=O)/C=C/c1ccc(C)o1 | -5% | -4% | 1.1 | -1.2% | -7 | 11 | i | 0.6 | -1.5% | -17% | -6%
Cc1cc(C(C)(C)C)cc(C)c1COC(=O)c1cccnc1 | / | 12% | / | 6.7% | / | / | i | 0.0 | / | / | -2%

Assay outcomes from PubChem BioAssay.
